Screening data as filed in PubChem BioAssay.
HTR5A inv ag: counter-screen for OPRM1-OPRD1 inverse agonists: human HTR5A inverse agonism; P47898; HTR5A cell line, luminescence; inhibition, % at 9.3 µM; actives 0.083% (n = 340,000); in the data active = inhibition mostly above about 23%, no sharp cut-off; inactive = mostly below about 18%;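 also: 0% = cells with DMSO and 100% = no-cell wells with DMSO; some compounds called inactive have numbers as strong as hits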
HTR5A ag: counter-screen for OPRM1-OPRD1 agonists: human HTR5A agonism; P47898; HTR5A agonist assay, luminescence, cell-based; activation, % at 9.3 µM; actives 0.61% (n = 340,000); AID 504692; in the data active = activation mostly above about 9.5%, no sharp cut-off; inactive = mostly below about 7.6%;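 also: 0% = cells with vehicle only and 100% = reference agonist; strong numbers were not always called active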
AddAB inh: less growth of phage-infected E. coli with AddAB. E. coli expressing H. pylori AddAB, absorbance growth. inhibition, % at 11.9 µM. actives 0.29% (n = 330,000). AID 435030; in the data active = inhibition above about 12%;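 also: 0% = vehicle wells of infected cells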
PKA-R1A activ: activators of PKA-R1A complex; activation, % at 11.4 µM; actives 0.083% (n = 340,000); PKA-R1A dissociation, Cy5-IP20 fluorescence polarization; scaled: DMSO 0%, 113 µM cGMP 100%; P00514+P68181; AID 504707;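 active = percent activation above the mean of all tested compounds plus 3 SD, cut at about 19% in these data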;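 also: higher means more PKAc released from R1A so a rise in polarization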
Mot1-301 SUMO: SUMOylation pathway inhibition by Mot1-301 growth rescue; S. cerevisiae Mot1-301 growth rescue, ATP luminescence, 38.5C; percent above DMSO median, 100 means doubled; growth rescue, % at 18.8 µM; actives 1% (n = 320,000);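 active = every valid replicate shows activation above 250% relative to neutral control wells; inactive = the rest, any valid replicate at or below 250%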;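 also: OY570 slx delta 5 strain wells were the positive control but not used for scaling; some compounds called inactive have numbers as strong as hits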
Pemphigus Ab inh: human desmoglein-3 autoantibody binding inhibition | DSG3-coupled beads, scFv-anti-DSG3-GFP binding, flow cytometry; active compounds read low | actives 0.48% (n = 310,000) | binding (percent of control), % at 10 µM;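 active = binding more than 3 SD below its plate's average and above zero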;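 also: hits lower antibody fragment binding to DSG3; some compounds called inactive have numbers as strong as hits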
PfHsp90 yeast 2: reduces growth (ATP signal) of yeast expressing P. falciparum Hsp90; inhibition, % at 9.4 µM; actives 0.32% (n = 310,000); S. cerevisiae expressing PfHsp90, BacTiter-Glo ATP, 48 h; yeast lacking PDR1 and PDR3 efflux regulators;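 active = every replicate shows inhibition above about 80%, whatever the replicate mean, limit read from the data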;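 also: 0% = DMSO neutral controls and 100% = 20 µM radicicol positive controls; yeast relying on Plasmodium falciparum Hsp90 in place of its own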
phage Ecoli inh: E. coli growth loss with phage present. growth absorbance. inhibition, % at 11.9 µM. actives 0.26% (n = 360,000). AID 651602; in the data active = inhibition above about 11%
OPRM1-OPRD1 inv: inverse agonists of human mu-delta opioid receptor heterodimerization. cell-based MOR-DOR heterodimer luminescence, inverse agonism. inhibition, % at 9.3 µM. actives 0.21% (n = 340,000). AID 504357; in the data active = inhibition above about 22%, passing the limit was not always enough;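 also: 0% = cells with DMSO and 100% = wells without cells with DMSO; values of inactives mirror those of a sister screen read the other way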
Target sequence (P35372 whole entry, looked up): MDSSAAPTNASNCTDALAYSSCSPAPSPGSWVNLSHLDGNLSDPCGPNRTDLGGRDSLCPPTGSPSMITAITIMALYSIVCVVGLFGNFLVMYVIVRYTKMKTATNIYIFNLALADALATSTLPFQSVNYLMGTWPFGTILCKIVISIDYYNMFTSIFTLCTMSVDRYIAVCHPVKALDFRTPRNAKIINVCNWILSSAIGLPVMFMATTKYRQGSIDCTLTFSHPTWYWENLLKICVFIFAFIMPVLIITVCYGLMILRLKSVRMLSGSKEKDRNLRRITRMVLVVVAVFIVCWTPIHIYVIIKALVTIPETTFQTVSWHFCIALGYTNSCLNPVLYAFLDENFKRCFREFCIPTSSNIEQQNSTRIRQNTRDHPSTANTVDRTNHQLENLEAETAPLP
Target sequence (P41143 whole entry, looked up): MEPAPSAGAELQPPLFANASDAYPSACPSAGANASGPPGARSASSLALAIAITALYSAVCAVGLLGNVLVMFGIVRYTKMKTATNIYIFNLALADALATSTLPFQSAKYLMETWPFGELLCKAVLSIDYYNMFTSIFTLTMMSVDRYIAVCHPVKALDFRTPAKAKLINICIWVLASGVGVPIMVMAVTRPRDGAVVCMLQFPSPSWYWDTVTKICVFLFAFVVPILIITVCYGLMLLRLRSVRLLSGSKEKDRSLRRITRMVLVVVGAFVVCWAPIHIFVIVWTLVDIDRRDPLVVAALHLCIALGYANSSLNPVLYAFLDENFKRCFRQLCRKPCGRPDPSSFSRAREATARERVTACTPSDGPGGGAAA
MOR-DOR ag: agonists of human mu-delta opioid receptor heterodimerization; P35372+P41143; cells, OPRM1-OPRD1 heterodimerization, luminescence; activation, % at 9.3 µM; actives 0.3% (n = 340,000); AID 504326; in the data active = activation above about 18%;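 also: 0% = vehicle-treated cells and 100% = reference agonist; values of inactives mirror those of a sister screen read the other way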
E coli growth: reduces bacterial viability in AddAB counter-screen. E. coli V3065 growth, OD600 absorbance, 18 h. inhibition, % at 11.9 µM. actives 0.27% (n = 330,000). AID 449728;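 active = inhibition above the campaign's mean inhibition across all tested compounds plus 3 SD, cut at about 9.9% in these data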;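 also: uninfected addAB+ strain grown without phage in ampicillin broth; 0% = DMSO wells and 100% = ciprofloxacin 0.95 µg/ml wells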
* = called active by the depositor; x = no result given; & = joins results of further samples.

Compound	PKA-R1A activ	HTR5A inv ag	HTR5A ag	E coli growth	MOR-DOR ag	phage Ecoli inh	PfHsp90 yeast 2	Mot1-301 SUMO	Pemphigus Ab inh	OPRM1-OPRD1 inv	AddAB inh
CCOC(=O)/C=C1\SCC(=O)N1CC(=O)Nc1cccc(F)c1	-6.5	2.5	-5.5	1.4	0.2	4.4	32.0	-11.8	104.3	-1.2	3.9
Cc1cc(NC(=O)CS(=O)(=O)c2cn(Cc3ccc(F)cc3)c3ccccc23)no1	3.6	-9.8	4.1	2.5	0.7	1.2	19.2	-8.7	-23.1*	-4.0	-1.2
NC[C@H](Cc1ccccc1)NCCc1cc(C(F)(F)F)cc(C(F)(F)F)c1	-7.1	-13.9	7.8	-3.0	10.5	2.0	9.2	-5.8	105.5	-59.7	-1.1
CCC1(c2ccccc2)NC(=O)N(CC(=O)Nc2ccccc2C(=O)NC2CC2)C1=O (stereo unspecified)	-0.6	8.3	-3.0	-0.6	-3.8	1.2	-157.9	11.9	105.7	19.9	0.3
CC(=O)Nc1ccc(NC(=O)COC(=O)c2c(-c3ccccc3)noc2C)cc1	0.0	17.0	-1.9	-0.3	0.2	-2.3	x	-10.4	103.6	-0.7	0.4
CCN(CC)c1ncc(C)c(=O)[nH]1	-15.9	5.0	-1.4	-0.2	-2.9	1.8	-4.5	-5.0	99.7	13.3	2.4
CCOc1ccc(CN2CCNC(=O)C2CC(=O)NCCCC2CCCC2)cc1 (stereo unspecified)	2.6	10.2	-4.2	1.2	-2.2	1.7	15.7	3.8	112.5	11.4	1.8
COc1ccc(C(C(=O)NCC2CCCO2)N(C(=O)CNC(=O)c2ccco2)c2ccc(C)c(C)c2)cc1OC (stereo unspecified)	-11.7	-7.4	2.5	-4.4	0.4	2.2	4.4	-19.7	91.4	-2.9	0.0
N#Cc1c(NC(=O)CSC2=NCCS2)sc2c1CCCC2	10.3	14.2	-6.0	-1.4	-2.4	2.3	x	-0.8	100.9	11.4	0.8
C=C(C)CSc1nc(N)c2c3c(sc2n1)CCC3	-6.7	-4.9	2.0	-0.3	-0.7	x	x	-24.5	103.5	3.5	2.3
COc1ccc(C(=O)C[n+]2cc(-c3ccc(OC)cc3)n3c2CCCC3)cc1	4.2&-1.1	1.4&-25.9	-0.5&9.0	-2.8&-0.2	-1.9&0.8	2.8&4.7	-18.7&15.4	6.5&-2.5	99.8&89.1	9.6&-4.4	0.8&-3.6
Clc1ccc(-n2ncc3c(NCc4ccco4)ncnc32)cc1	-7.0	2.9	5.5	0.9	3.4	5.9	-14.4	12.8	x	-17.0	0.5
CCOC(=O)c1[nH]c(C)c(C(=O)N(C)C)c1C	-7.4	-13.3	3.6	-0.3	1.0	4.0	x	-1.9	104.8	-5.2	-3.0
COc1ccc(CNC(=O)COC(=O)CCN2C(=O)C3CC=CCC3C2=O)cc1OC (stereo unspecified)	-6.1	20.7	-8.5	3.3	-3.4	0.1	-2.5	39.8	88.8	13.6	0.6
CCCCCCCCCCCNC(=O)c1ccoc1C	0.6	-10.8	4.0	-1.8	-0.6	0.6	9.8	-18.7	x	3.8	0.4
Cc1ccc(-c2ccnc3cc(C)nn23)cc1	-1.3	-5.2	1.4	-1.7	-1.9	4.3	1.9	2.6	95.0	9.2	-0.2
CCOC(=O)c1cc(-c2ccc(F)cc2)n(CC(=O)NCc2cccnc2)c1C	1.3	4.5	-1.6	1.6	-0.2	1.6	-3.0	-0.5	107.1	1.3	2.6
COc1ccc(NC(=O)Nc2c(C)n(C)n(-c3ccccc3)c2=O)cc1	0.7	-20.8	7.4	-2.7	0.1	1.6	16.1	-13.2	100.8	-0.7	-3.1
O=C(CCN1C(=O)/C(=C\c2ccccc2)SC1=S)NNC(=O)c1cccnc1	11.2	-23.1	0.4	-2.1	-2.0	4.6	43.8	-1.4	72.0*	9.5	-1.5
CC1=C(C(=O)OCCc2ccccc2)C(c2ccsc2)NC(=O)N1C (stereo unspecified)	5.6	-2.4	0.9	-1.7	-0.6	4.0	-5.3	-2.8	100.5	2.9	3.7
COC(=O)c1c(C)cc(C)n2c1nc1ccccc12	-2.9	22.4	-4.3	-2.1	-1.0	-1.8	-13.5	187.4	x	4.6	-0.4
COc1ccccc1/C=C/C(=O)OCC(=O)Nc1nnc(-c2ccccc2)o1	15.1	-8.5	3.1	x	-2.3	-1.9	11.7	x	101.1	11.9	x
O=C1C=C(NCC2CCCO2)C2(CCCCC2)O1 (stereo unspecified)	-5.9	-26.1	-0.2	3.4	-1.2	3.8	x	23.6	98.0	7.1	3.9
O=C(Nc1cccc(F)c1)N1CCN(C(=O)c2ccco2)CC1	-6.5	14.7	1.7	0.7	-2.3	1.5	-12.2	134.7	92.0	12.1	4.1
CCOC(=O)C1(CCOC)CCN(C(=O)c2ccc(CSC)o2)CC1	-2.8	-10.9	-0.3	1.3	-3.3	-3.2	-3.8	-9.8	104.8	10.7	4.0

4 compounds out of the list, ordered by number of heavy atoms, high to low:
Compound	PKA-R1A activ	HTR5A inv ag	HTR5A ag	E coli growth	MOR-DOR ag	phage Ecoli inh	PfHsp90 yeast 2	Mot1-301 SUMO	Pemphigus Ab inh	OPRM1-OPRD1 inv	AddAB inh
COc1ccc(C(C(=O)NCC2CCCO2)N(C(=O)CNC(=O)c2ccco2)c2ccc(C)c(C)c2)cc1OC (stereo unspecified)	-11.7	-7.4	2.5	-4.4	0.4	2.2	4.4	-19.7	91.4	-2.9	0.0
CCOC(=O)c1cc(-c2ccc(F)cc2)n(CC(=O)NCc2cccnc2)c1C	1.3	4.5	-1.6	1.6	-0.2	1.6	-3.0	-0.5	107.1	1.3	2.6
COc1ccccc1/C=C/C(=O)OCC(=O)Nc1nnc(-c2ccccc2)o1	15.1	-8.5	3.1	x	-2.3	-1.9	11.7	x	101.1	11.9	x
O=C(Nc1cccc(F)c1)N1CCN(C(=O)c2ccco2)CC1	-6.5	14.7	1.7	0.7	-2.3	1.5	-12.2	134.7	92.0	12.1	4.1

Further entries follow.
Compound	PKA-R1A activ	HTR5A inv ag	HTR5A ag	E coli growth	MOR-DOR ag	phage Ecoli inh	PfHsp90 yeast 2	Mot1-301 SUMO	Pemphigus Ab inh	OPRM1-OPRD1 inv	AddAB inh
O=C(Nc1ccccn1)C1CCN(S(=O)(=O)c2ccccc2)CC1	8.3	0.9	0.9	0.2	1.1	0.2	-27.6	-0.5	102.7	-4.3	3.4
CCOc1ccc(-c2ccc(NS(=O)(=O)c3ccc([N+](=O)[O-])cc3)cc2)nn1	-8.9	-9.9	2.5	4.9	5.3	1.7	-12.2	-4.6	98.6	-28.2	4.9
CCOc1ccc(NC(=S)N(CCOC)C(C)c2cccnc2)cc1 (stereo unspecified)	-4.1	-7.0	5.5	3.4	-1.2	0.8	20.7	0.7	91.3	6.0	1.4
CCC1C(=O)N=C(SCC(=O)Nc2ccc(S(N)(=O)=O)cc2)NC1=O (stereo unspecified)	2.5	-6.0	2.3	-2.2	0.3	2.9	11.0	2.1	89.3	-1.7	2.0
Cc1ccc(S(=O)(=O)N(C)C)cc1NC(=O)c1ccccc1SCC(=O)N1CCCC1	3.8	14.5	-5.8	-2.5	-3.0	-0.3	-12.3	-8.1	101.9	12.7	1.3
O=C(NCc1ccccc1)C(c1ccccc1F)N(C(=O)c1csnn1)C1CCCC1 (stereo unspecified)	-0.9	-1.3	0.5	2.0	-2.9	0.9	4.6	107.9	99.5	15.4	3.7
Cc1ccc(C(=O)C2OC(=O)C(C)(C)C(=O)C2(C)C)cc1 (stereo unspecified)	-10.2	-10.5	4.1	0.6	-1.9	-0.2	1.8	358.6	114.9	9.8	1.9
COc1ccc2ccccc2c1C(=O)/C=C\c1ccoc1	4.2	16.0	4.4	-4.3	-0.2	0.4	27.6	250.2	102.0	1.1	-1.3
CSCC[C@H](NC(=O)[C@@H]1CSC2c3ccccc3C(=O)N21)C(=O)NCc1ccco1 (stereo partly specified)	-8.2	-9.7	-3.6	1.3	-2.7	1.3	-3.0	1.7	106.7	13.6	2.4
CC(=O)OCC1CC(COC(C)=O)C(COC(C)=O)CC1COC(C)=O (stereo unspecified)	-3.7	0.3	-0.1	x	1.1	1.5	51.1	x	100.1	-4.8	x
Cc1cc2c3c(ccc(C)c3n1)N=CN2c1ccccc1	9.9	-14.7	6.7	0.0	-1.1	1.4	x	0.5	106.4	5.7	0.9
COCCCNC(=O)/C(C#N)=C/c1cccc(NC(=O)c2ccccc2Cl)c1	-5.2	-4.2	1.2	-2.5	-4.1	1.3	-26.6	-3.0	126.5	21.9	-2.2
CCOc1ccccc1/C=C/C(=O)c1ccc(Cl)cc1	3.7	-19.8	5.4	-3.7	3.9	1.4	15.5	-1.6	104.0	-20.4	-1.6
CCOC(=O)C1=NOC(CNC(=O)c2ccccc2Cl)C1 (stereo unspecified)	-1.9	5.6	-2.2	0.8	-1.7	4.1	2.3	1.8	98.5	10.1	-1.1
O=C(C(Sc1ccccc1)c1ccccc1)N1CCN(c2ccccc2)CC1 (stereo unspecified)	4.4	7.8	5.3	0.1	0.0	1.5	-11.1	-8.9	x	0.1	0.8
CCOc1ccc(C(=O)C(C)OC(=O)c2nc(Cl)ccc2Cl)cc1 (stereo unspecified)	8.6	1.4	-0.5	-1.2	3.3	-0.1	x	-24.6	104.9	-21.2	0.0
COC(=O)c1c(C)[nH]c(C)c1C(=O)c1ccccc1Cc1ccccc1	2.8	4.5	0.9	0.0	-0.3	2.2	-39.0	11.0	121.7	1.6	0.4
COCCNC(=O)c1ccc2c(c1)nc(C)n2-c1cccc(Cl)c1	-3.3	2.2	-0.6	0.2	-2.8	1.5	8.7	64.2	97.6	15.9	0.2
COc1cc(-c2nc(C(=O)NCC3CCCO3)cc3c2[nH]c2ccccc23)cc(OC)c1OC (stereo unspecified)	-9.5	-10.8	-5.4	1.5	1.4	1.3	x	-3.5	95.0	-7.7	3.5
CCc1ccc(NC(=O)CSc2nnc(Cn3c(=O)sc4ccccc43)n2C)cc1	1.7	-0.5	0.2	-1.0	-1.3	3.3	x	4.4	103.1	6.7	4.1
CCOC(=O)C1(Cc2cccc(OC)c2)CCN(Cc2ccccc2OC)CC1	-3.7	-3.1	2.2	0.0	-1.4	3.6	3.3	-7.5	101.0	6.8	3.9
C#CCN(C(=O)CC1C(=O)NCCN1C/C=C/c1ccccc1)C1CCCCC1 (stereo unspecified)	1.3	-2.1	0.7	-0.3	-1.9	3.3	11.6	-2.2	99.6	9.5	0.1
COc1cc(CCc2ccccc2)c(C(=O)O)c(O)c1C/C=C(/C)CCC=C(C)C	-5.0	7.5	-2.1	1.8	-0.2	2.2	-8.4	x	101.7	1.1	1.2
CC(C)OC(=O)c1cccc(C(=O)Oc2ccc(Br)cc2)n1	0.3	-7.0	2.5	2.1	-1.2	-2.0	-6.1	54.0	88.9	6.9	3.1
